Bioassay records deposited in PubChem BioAssay by several laboratories.
SRC2 inh: inhibits human steroid receptor coactivator 2 | Q15596 | HEK293 GAL4-SRC2 luciferase reporter, luminescence | actives 0.17% (n = 370,000) | inhibition, % at 9 µM;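 active = inhibition above the mean inhibition of all tested compounds plus 3 SD, set per campaign, cut at about 52% in these data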;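 note: 0% = DMSO treated cells and 100% = cells given Gossypol at 36 µM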
MC4R ag barr: agonists of human melanocortin 4 receptor (MC4R) beta-arrestin; P32245; activation, % at 8.9 µM; actives 0.98% (n = 360,000); U2OS MC4R beta-arrestin complementation, luminescence; percent of melanotan II response, DMSO zero; AID 540308;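 active = activation above a per-plate cutoff, the mean activation of sample wells on that plate plus 3 SD, cut at about 8% in these data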
TLR9-MyD88 block: blocks human TLR9 binding to MyD88; Q9NR96+Q99836; CHO BLA complementation TLR9-MyD88, CCF4 FRET ratio; inhibition, % at 4.98 µM; actives 0.21% (n = 340,000);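 active = inhibition above the mean over all tested compounds plus 3 SD, cut at about 21% in these data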;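 note: 0% = DMSO only wells and 100% = clavulanate BLA inhibitor control wells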
Target sequence (Q99836 whole entry, looked up): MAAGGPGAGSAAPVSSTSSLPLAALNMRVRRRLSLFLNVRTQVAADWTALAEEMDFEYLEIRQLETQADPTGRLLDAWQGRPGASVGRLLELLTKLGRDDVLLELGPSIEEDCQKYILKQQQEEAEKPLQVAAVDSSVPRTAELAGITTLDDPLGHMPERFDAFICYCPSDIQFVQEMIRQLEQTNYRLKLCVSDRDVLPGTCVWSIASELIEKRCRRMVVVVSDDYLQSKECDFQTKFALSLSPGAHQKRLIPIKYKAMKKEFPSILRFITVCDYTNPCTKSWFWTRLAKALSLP
Target sequence (Q9NR96 whole entry, looked up): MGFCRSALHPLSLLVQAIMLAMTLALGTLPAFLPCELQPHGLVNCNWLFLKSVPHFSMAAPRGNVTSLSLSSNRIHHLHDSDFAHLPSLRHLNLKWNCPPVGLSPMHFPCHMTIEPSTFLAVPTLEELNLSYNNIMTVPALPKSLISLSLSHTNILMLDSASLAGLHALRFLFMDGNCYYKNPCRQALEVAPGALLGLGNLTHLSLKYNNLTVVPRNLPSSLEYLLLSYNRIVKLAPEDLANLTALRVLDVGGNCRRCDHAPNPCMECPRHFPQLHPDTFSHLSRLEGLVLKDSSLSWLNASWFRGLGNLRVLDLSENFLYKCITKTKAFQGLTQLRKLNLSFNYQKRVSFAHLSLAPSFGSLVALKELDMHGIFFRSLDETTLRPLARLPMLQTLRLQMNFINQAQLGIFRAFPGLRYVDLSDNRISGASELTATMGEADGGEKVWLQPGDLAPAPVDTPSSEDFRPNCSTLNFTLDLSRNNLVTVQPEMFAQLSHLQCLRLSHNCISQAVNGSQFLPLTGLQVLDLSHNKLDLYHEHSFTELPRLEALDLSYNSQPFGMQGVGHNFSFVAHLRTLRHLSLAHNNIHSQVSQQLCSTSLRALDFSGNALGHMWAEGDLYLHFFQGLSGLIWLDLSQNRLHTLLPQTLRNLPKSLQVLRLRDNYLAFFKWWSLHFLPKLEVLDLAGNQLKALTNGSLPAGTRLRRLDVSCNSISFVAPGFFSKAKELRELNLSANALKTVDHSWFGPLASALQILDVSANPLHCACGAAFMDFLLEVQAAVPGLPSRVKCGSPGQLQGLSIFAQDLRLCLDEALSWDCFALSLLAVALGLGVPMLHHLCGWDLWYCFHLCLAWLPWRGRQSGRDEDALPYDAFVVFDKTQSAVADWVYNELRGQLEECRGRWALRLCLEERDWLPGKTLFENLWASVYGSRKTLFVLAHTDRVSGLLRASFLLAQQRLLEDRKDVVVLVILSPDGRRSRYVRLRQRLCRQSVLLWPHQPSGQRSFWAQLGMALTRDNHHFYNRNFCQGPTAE
Cardio protect: myocardial damage modulation in H9c2 cells. H9c2 cardiomyocytes, H2O2 injury protection, ATPLite, 2 h. protection from H2O2 cell death, % at 20 µM. actives 0.63% (n = 360,000);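 active = compounds giving at least 50% protection of heart cells from peroxide-induced death in the single-dose screen, raw or plate-pattern-corrected value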;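 note: 0% = DMSO wells with peroxide and 100% = DMSO wells without peroxide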
ABHD5-PLIN5 inh: inhibitors of human ABHD5-perilipin-5 interaction | Split G. princeps luciferase complementation, luminescence, 4 h | AID 602281 | inhibition, % at 4 µM | actives 0.78% (n = 360,000);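 active = inhibition above the mean inhibition across every tested compound plus 3 SD, cut at about 22% in these data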;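 note: 0% = DMSO only wells and the 100% control is not disclosed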
N-glyco inh: blocks N-linked glycosylation in D54 reporter cells | D54 ERlucT glycosylation luciferase reporter, 24 h; percent of 100 nM tunicamycin response | reporter increase, % at 12.5 µM | actives 0.23% (n = 360,000) | AID 588692;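 active = mean luciferase reporter signal, scaled so untreated is 0 and the glycosylation-blocking control 100, at or above a set limit in every replicate; inconclusive = mean reaches the limit but not every replicate does; inactive = mean below the limit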;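 note: luciferase carries N-glycosylation sites so blocking glycosylation raises the light; 0% = median of neutral control wells and 100% = median of 100 nM tunicamycin wells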
HTR2A ag: activates the mouse 5-HT2A serotonin receptor; P35363; CHO-K1 mHTR2A beta-arrestin complementation, luminescence; percent of 30 µM serotonin response; activation, % at 7.6 µM; actives 0.66% (n = 360,000); AID 624169;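 active = activation above a run cutoff, the mean activation of all tested compounds plus 3 SD, cut at about 14% in these data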;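 note: 0% = plate median of compound wells and 100% = 30 µM serotonin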
NOD2-RIPK2 inh: NOD2-RIPK2 protein interaction inhibition | O43353 | CHO BLA complementation NOD2-RIPK2, CCF4 ratio | inhibition, % at 4.98 µM | actives 0.38% (n = 360,000) | AID 624267; in the data active = inhibition above about 21%;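 note: 0% = vehicle only and 100% = reference blocker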
MC4R antag cAMP: human MC4R antagonism in cAMP assay | actives 0.48% (n = 360,000) | P32245 | MC4R-expressing cells, MTII-stimulated cAMP, LANCE TR-FRET | inhibition, % at 6.5 µM;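 active = inhibition above its plate's cutoff, the mean of tested wells on that plate plus 3 SD, cut at about 29% in these data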;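 note: 0% = Melanotan II alone and 100% = Melanotan II plus saturating MCL0020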
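system = U2OS cells with stable human MC4R expression | also added = Melanotan II challenge after compound preincubation | dosing = one concentration, 6.5 µM nominal | incubation = compound 30 min, challenge 1 h, detection 1 h | measured by = TR-FRET with Eu-cAMP and labeled anti-cAMP, 671 nm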
ABCB6 inh 2: inhibitors of human ABC transporter ABCB6; fluorescence ratio to DMSO, % at 10 µM; K562-ABCB6 porphyrin accumulation, flow cytometry, 1 h; stronger effect = lower value; actives 0.19% (n = 360,000); Q9NP58;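 active = fluorescence ratio to DMSO below 75%, the collection mean minus 3 SD; inconclusive = too few cells collected in the well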;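 note: signal is porphyrin accumulated inside mitochondria; 100% equals median channel fluorescence of DMSO control wells; lower ratio means ABCB6 inhibition with less porphyrin fluorescence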
Numbers without * were called inactive; ? = inconclusive; nt = no result given. Only part of the results is shown; the hit share may differ from the screen's.

SMILES	SRC2 inh	MC4R ag barr	TLR9-MyD88 block	Cardio protect	ABHD5-PLIN5 inh	N-glyco inh	HTR2A ag	NOD2-RIPK2 inh	MC4R antag cAMP	ABCB6 inh 2
CCOP(=O)(c1c(F)c(F)c(F)c(F)c1F)C(O)c1ccccc1 (stereo not given)	2	0.1	-22	8	0	1	-1	-1	17	102
CCOc1ccccc1C1C(C(=O)Nc2ccccc2OC)=C(C)Nc2nc(CCCO)nn21 (stereo not given)	8	-0.2	3	6	-7	0	30*	-10	-11	100
Cc1ccc(S(=O)(=O)N2CCOCC2)cc1C(=O)Nc1nc2ccccc2[nH]1	-19	-3.0	-4	-1	2	-1	-1	-6	16	85
CCC1=NN(C(=O)COc2ccccc2)C(O)(c2ccc(Br)cc2)C1 (stereo not given)	21	-0.3	11	1	0	2	4	-10	9	109
O=C(CN1CCCCCCC1)Nc1cccc(Cl)c1Cl	-18	-0.3	-12	-10	-4	-3	4	-2	12	102
COc1ccc(N/C(N)=N/c2nc(CSc3ccc(Cl)cc3)cc(=O)[nH]2)cc1	10	-1.9	0	-4	-7	-2	-6	-9	5	96
COc1cc(OC)c(NC(=O)Cc2cccs2)cc1Cl	23	0.6	0	5	-1	1	-4	-9	-2	93
O=C(NC(C(=O)c1ccccc1)n1ccc(=O)[nH]c1=O)c1ccccc1 (stereo not given)	3	-1.2	4	6	-3	nt	0	-7	0	87
O=C(Nc1nccs1)C1(c2ccc(Cl)cc2)CC1	13	-3.0	-4	-1	1	-4	2	1	2	101
CC1CC1C(=O)OCc1cc(=O)n2cc(Br)ccc2n1 (stereo not given)	-63	-0.9	3	-8	6	-6	3	-11	4	89
Cc1ccc(/C=N/NC(=O)CSCc2ccc(Cl)cc2)cc1	-33	3.9	-1	-20	-2	-1	-5	-6	-5	88
O=C(OC1CCS(=O)(=O)c2sccc21)c1ccccc1 (stereo not given)	-16	-0.3	-12	-1	5	-1	-1	-1	0	93
NC1=NC(=O)C(CC(=O)NCc2ccccc2)S1 (stereo not given)	-26	0.9	-3	0	7	1	-4	-6	4	95
COc1ccc(CN2C(=O)C(CC(C)C)Nc3ncnc(N4CCCCC4)c32)cc1 (stereo not given)	-3	-0.5	5	2	4	-2	-1	6	-2	94
O=C(NCc1ccc(F)cc1)c1cc(C2CCCCN2C(=O)c2cccs2)on1 (stereo not given)	6	-0.1	nt	-4	0	-3	-7	-5	-8	99
O=C(NCC(=O)N(c1cccc(F)c1)C(C(=O)NC1CCCC1)c1ccco1)c1ccco1 (stereo not given)	-38	1.7	-9	1	-4	-1	3	-3	18	89
CCOC(=O)c1cnn(-c2ccccc2)c1-n1cccc1C(=O)C(=O)Nc1ccccc1	-28	0.8	-8	-1	1	-1	-1	0	-5	102
COc1ccc(OCC(O)Cn2c(Nc3cccc(C)c3)nc3c2c(=O)n(C)c(=O)n3C)cc1 (stereo not given)	4	5.8	-2	64*	-2	-7	1	-4	15	101
Clc1ccc(OCCN2CCOCC2)cc1Cl	2	-1.0	1	5	5	1	3	8	1	88
Cc1cccc(CSCc2ccc(C(=O)NC(C)C)o2)c1	13	0.4	0	-8	14	-3	0	2	-6	95
COc1ccc(Cl)cc1NC(=O)CSc1nnc(Cc2cccn2C)n1-c1ccc(F)cc1	-46	-1.2	-8	1	7	5	2	-17	15	105
Cc1nc2ccccc2c(C)c1CC(=O)OC(C)C(=O)NC1(C#N)CCCCC1 (stereo not given)	10	-2.3	5	-5	4	0	3	-2	-2	97
CC(=Nc1ccccc1)C1=C(O)C(Cc2ccccc2)NC1=O (stereo not given)	-46	-1.1	-12	4	-9	5	-5	0	-17	97
CC(CCc1ccc(O)cc1)N(C)CCc1ccccc1 (stereo not given)	14	0.8	-6	4	2	0	5	6	16	102
O=C1SC(SCc2ccccc2Cl)=N/C1=C\c1ccc(C(=O)O)cc1	1	-4.1	0	5	-5	1	1	1	-8	89

Next part.
SMILES	SRC2 inh	MC4R ag barr	TLR9-MyD88 block	Cardio protect	ABHD5-PLIN5 inh	N-glyco inh	HTR2A ag	NOD2-RIPK2 inh	MC4R antag cAMP	ABCB6 inh 2
CC(C)(C)c1ccc(/C=N/Nc2nncn2N)cc1	8	-1.8	10	-9	-32	4	0	-4	2	110
Cc1cccc(Cn2nc(C(C)(C)C)cc2C(=O)Nc2ccc(F)cc2)c1	-40	8.5*	nt	-8	-3	-14	-1	-14	5	93
N#CCCn1cc(/C=N/O)c(-c2cccc([N+](=O)[O-])c2)n1	2	-1.8	3	5	-1	2	2	-2	1	99
Cc1cc(NC(=O)CCCN2C(=O)c3cccnc3C2=O)no1	-15	-2.2	6	7	0	2	0	-18	6	85
COc1ccc(-c2cc(=O)[nH][nH]2)cc1OC	2	-2.0	4	-8	-60	2	-4	5	-3	97
O=C1c2cnc3nc(SCc4cccc(Cl)c4)nn3c2CC2c3ccccc3CCN12 (stereo not given)	-1	-2.4	-12	20	-5	-1	-4	-9	0	92
O=[N+]([O-])c1cccc(S(=O)(=O)NCc2ccncc2)c1	29	-1.4	-10	-8	3	-2	5	-3	13	99
Cc1ccc(C2(c3ccccc3)NC(=O)N(CC(=O)N(C)C3CCS(=O)(=O)C3)C2=O)cc1C (stereo not given)	-9	1.0	1	-1	12	3	5	15	9	99
O=C(c1ccc(Cl)c([N+](=O)[O-])c1)N(Cc1cccc(Cl)c1)C1CCS(=O)(=O)C1 (stereo not given)	-7	-3.9	0	-4	1	1	-1	5	27	98
Cc1cc(SC#N)cc(C)c1NC(=O)CCl	-12	-1.2	10	-9	-44	?	0	31*	-21	91
COC(=O)NNC(=O)c1ccc(C(C)(C)C)cc1	-13	-1.5	8	0	3	1	1	-6	23	95
Cc1oc(/C=N/NC(=O)CC2(C)OCCO2)cc1Br	18	-0.9	8	5	4	-1	2	-8	0	106
Cc1ccc([C@@H]2[C@@H]3C(=O)N(c4ccccc4)C(=O)[C@@H]3[C@]3(C)C(=O)N(Cc4ccc(-c5ccccc5)cc4)CC(=O)N23)o1	-16	0.5	-4	2	-7	0	-2	-5	10	97
CC(SC(C)C(=O)NN=Cc1cccc(Cl)c1)C(=O)NN=Cc1cccc(Cl)c1 (stereo not given)	3	-0.9	-6	8	6	2	1	-13	11	91
CCOc1ccccc1CNC(c1ccccc1)c1ccccc1	-1	1.5	6	-10	1	-2	-1	-6	12	94
COc1cc2cc(-c3ccc(OC)c(OC)c3C)nc(N)c2cc1OC	24	-1.7	nt	-6	3	-12	3	10	-28	97
O=C(CS(=O)(=O)Cc1ccccc1)Nc1nc2ccccc2s1	6	-1.5	0	3	0	0	0	2	5	93
CCOC(=O)c1cc(C)sc1NC(=O)c1ccc(Cl)s1	-13	-1.7	10	-5	3	1	-1	-4	4	104
CCc1nc2c(OCC(=O)C(C)(C)C)cccn2c1N(C=O)CC(=O)N(C)C	-12	-1.1	nt	0	-2	1	-2	-7	0	115
CCN(c1ccc(C(=O)CSc2nnc(C3CC3)n2C2CC2)cc1)S(C)(=O)=O	15	-2.2	1	-4	-4	-1	-3	-6	4	97
CN1CCN(C(c2ccccn2)c2cc(Cl)c3cccnc3c2O)CC1 (stereo not given)	22	-0.7	7	35	10	10	12	-2	13	103
CC(C)Cc1nnc(NC(=O)CCC(=O)N2CCN(c3ccccc3F)CC2)s1	6	-1.3	-8	-3	-5	0	-9	4	-3	75
COC(=O)c1ccccc1S(=O)(=O)N(CCCO)Cc1cc2c(C)ccc(C)c2[nH]c1=O	-40	2.1	-7	3	-3	0	-6	-7	5	105
CCC(=O)OCCNc1nc(-c2ccccc2)nc2ccccc12	5	-2.4	4	-8	2	3	-4	4	-8	93
COc1ccc2sc3c(=O)[nH]c4ccccc4c3c2c1	-22	3.6	-6	2	1	-2	1	-2	-8	102

Further records:
SMILES	SRC2 inh	MC4R ag barr	TLR9-MyD88 block	Cardio protect	ABHD5-PLIN5 inh	N-glyco inh	HTR2A ag	NOD2-RIPK2 inh	MC4R antag cAMP	ABCB6 inh 2
N#Cc1ccc2c(=O)n(-c3ccccc3)sc2c1	-69	-3.5	39*	-32	-16	-2	-3	0	13	97
CC(C)c1ccc(NC(=O)C2CC3CCC2C3)cc1 (stereo not given)	-42	1.9	10	-3	-4	-3	-10	9	13	100
CCOc1ccc(OCCNC(=O)c2oc3ccccc3c2COC)cc1	25	-2.8	-13	-8	-1	0	-2	-8	-3	95
CCN(CC)S(=O)(=O)c1cc(NC(=O)C(CC(C)C)NC(N)=O)ccc1C (stereo not given)	5	-0.2	-7	-2	1	-1	-1	-11	8	100
Cc1cccc(C)c1NC(=S)NCCSc1ccc(Cl)cc1	25	-1.9	6	-28	-3	-3	-5	12	3	93
CC1CCCC(NC(=O)CN2CCN(S(=O)(=O)c3cccs3)CC2)C1C (stereo not given)	-17	-0.7	4	0	-3	-2	4	-4	6	99
COc1ccc([N+](=O)[O-])cc1NC(=O)Cc1noc2ccccc12	-3	-0.2	-1	9	5	-1	-2	-22	22	102
COCCOCCn1c(/C=C/c2ccccc2)nc2ccccc21	-43	-2.9	3	-21	1	-10	-5	3	-2	102
O=C(NC(=S)Nc1cccc2[nH]ncc12)c1ccccc1	-13	-2.9	3	-4	-7	-9	-6	1	0	90
CCN(CC)S(=O)(=O)c1ccc(NC(=O)c2ccc(OCC3CCCO3)cc2)cc1 (stereo not given)	12	-1.6	-18	-16	6	-1	-5	-10	4	98
Cc1nnc(SCC(=O)Nc2ncc(S(=O)(=O)c3ccc([N+](=O)[O-])cc3)s2)s1	22	0.2	5	1	4	0	1	-13	1	99
CC(=O)N1CCC(N(CCN2CCOCC2)C(=S)Nc2ccc(C)cc2)CC1	7	1.4	-4	3	-4	0	1	-2	2	96
Cn1cc(CN(Cc2ccccc2)C[C@@H]2CCC(=O)N2)c(-c2ccccc2F)n1	-25	-2.5	-5	6	7	-1	1	-6	-1	98
Cc1cc(C)n2nc(SCC(=O)NC(=O)NCc3ccco3)nc2n1	8	-2.3	2	6	0	1	6	-6	9	99
Cc1nnsc1-c1onc(C)c1C(=O)O/N=C/c1ccc(Cl)cc1	-11	-0.1	0	14	5	2	7	-5	-6	97
COc1ccc(CCNC(=O)c2noc3c2CCCC3)cc1OC	3	-0.5	0	4	-2	-2	8	-2	24	102
CC(=O)OCC(=O)C1(O)CCC2C3CC(C)C4=CC(=O)C=CC4(C)C3=CCC21C (stereo not given)	-4	-1.9	-2	2	0	3	2	2	3	96
COc1ccc(NC(=O)/C=C/c2ccccc2)c([N+](=O)[O-])c1	-77	3.1	-5	0	-3	9	0	-5	-13	88
